# Compound activity deposited in PubChem by National Center for Advancing Translational Sciences (NCATS).
# PTAP TSG101 blk: blocks PTAP/TSG101 interaction to inhibit HIV-1 budding; Q99816; Fluorescence polarization, FITC-PTAP peptide / Tsg101 binding; Potency, µM (top dose mostly 115 µM), without a hit: at the highest dose activity change, negative = inhibition, usual class: inhibitors; 340,000 tested, under 10 active; AID 493005; active = well fitted inhibition curve with a large enough effect in the main read-out, with a control signal flat, not every such curve was filed as active; inconclusive = small, poorly fitted or top-dose-only effect, or effect the other way, or a change in a side signal; inactive = no such curve, though single readings can be large or run the other way; also: potency is read from the fitted curve at half-maximal effect; % of control where 0% means no effect
# Target sequence (Q99816 whole entry, looked up): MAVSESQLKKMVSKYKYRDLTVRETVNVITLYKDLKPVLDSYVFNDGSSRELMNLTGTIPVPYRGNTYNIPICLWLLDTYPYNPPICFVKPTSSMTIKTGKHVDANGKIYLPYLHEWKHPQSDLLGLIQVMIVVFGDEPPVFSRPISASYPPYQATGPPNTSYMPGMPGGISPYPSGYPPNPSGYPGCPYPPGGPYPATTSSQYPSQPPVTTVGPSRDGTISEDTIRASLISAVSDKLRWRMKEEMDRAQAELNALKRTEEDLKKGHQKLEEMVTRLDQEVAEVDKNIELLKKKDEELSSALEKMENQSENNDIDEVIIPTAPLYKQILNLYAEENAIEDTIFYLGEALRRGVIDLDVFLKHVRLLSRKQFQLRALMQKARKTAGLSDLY
#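 FP read-out: FITC-PTAP peptide, 50 nM final, binding Tsg101 binding domain, 10 uM final; 20 min, r.t.; 10 mM HEPES pH 7.5, 0.15 M NaCl, 0.01% Tween 20, 3 mM EDTA, 0.1 mM TCEP.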
# TSHR antagonist: antagonists of human thyroid stimulating hormone receptor; 330,000 tested, 0.2% active; activity change, negative = inhibition, % at 11.5 µM; TSHR-expressing cells, TSH-stimulated cAMP HTRF, 2 h; hits give low values;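 active = activity change below a set negative limit, meaning inhibition stronger than a set level, cut at about -70% in these data; inconclusive = activity change between two set negative limits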; also: % is scaled to controls: 0 for no effect and ±100 for the full control effect
#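 Cell-based HTRF cAMP assay; TSHR cells + compound, TSH EC80 (4nM final), 2 h, 37 deg C. Lysis with anti-cAMP cryptate and cAMP-d2, 30 min RT, read 665/620 nm.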
# Mito fusion yeast: mitochondrial division inhibition or fusion activation. AID 485298. Potency, µM (series often up to 46.1 µM), inactives show top-dose growth rescue (activation), usual class: activators. 320,000 tested, 0.23% active. S. cerevisiae fusion-defective mutant growth rescue, CellTiterGlo 48 h;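 also: potency is read from the fitted curve at half-maximal effect; % of control where 0% means no effect; nearly all actives have a fitted effect of over 45% in size; temperature-sensitive fusion mutants such as fzo1-1 at 37 °C on non-fermentable ethanol glycerol medium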
#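 Yeast fusion mutant, YPEG (non-fermentable carbon), compound, 48 h at 37C non-permissive; CellTiterGlo added, 10 min RT, luminescence read. Rescued growth = division inhibition.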
# MBNL1-CUG inh: inhibitors of human MBNL1 binding to CUG repeat RNA; Q9NR56; AID 2675; Potency, µM (doses to about 57.5 µM), for the others: top-dose activity change, negative = inhibition, actives largely listed as inhibitors; 280,000 tested, 0.036% active; TR-FRET MBNL1-His/biotin-(CUG)12 binding, 665/545 ratio; active = well fitted inhibition curve with a large enough effect in the signal ratio, with a control signal flat, not every such curve was filed as active; inconclusive = small, poorly fitted or top-dose-only effect, or effect the other way, or a change in a side signal; inactive = no such curve, though single readings can be large or run the other way; the % refers to the signal ratio; also: potency is read from the fitted curve at half-maximal effect; % is scaled to controls: 0 for no effect and ±100 for the full control effect
#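 Inhibition of protein-RNA binding appears as loss of TR-FRET between terbium anti-His antibody on MBNL1-His and streptavidin-XL665 on biotin-(CUG)12. Activity is normalized to buffer-only and uninhibited-complex controls.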
# TCR activator: activators of T cell receptors. primary human leukocytes, anti-CD3, IL-2 HTRF, 48 h. 330,000 tested, under 10 active. Potency, µM (highest dose often 9.22 µM), without a hit: at the highest dose activation of IL-2 secretion, usual class: activators; also: % of control where 0% means no effect
#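 Primary human leukocytes receive a-CD3 beads and test compound and are incubated 48 hr. Secreted IL-2 is then assayed by HTRF, measuring 665nm acceptor emission after 320nm excitation of the europium donor.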
# MLL CXXC-DNA inh: inhibitors of human MLL CXXC domain-DNA interaction | Q03164 | MLL-CXXC / FITC-HOXA9 DNA fluorescence polarization | Potency, µM (series often up to 115 µM), for inactives: at the top dose activity change, negative = inhibition, actives largely listed as inhibitors | 290,000 tested, 0.037% active | AID 2662; active = well fitted inhibition curve with a large enough effect in the polarisation, with a control signal flat, not every such curve was filed as active; inconclusive = small, poorly fitted or top-dose-only effect, or effect the other way, or a change in a side signal; inactive = no such curve, though single readings can be large or run the other way; the % refers to the polarisation; also: potency is read from the fitted curve at half-maximal effect
#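 Purified MLL-CXXC (added from a 7 uM solution) was preincubated 5 min at ambient with pinned compounds in 50 mM Tris-HCl pH 7.5, 50 mM NaCl, 1 mM DTT, 0.05% BSA. Fluorescein-labeled HOX-A9 DNA (50 nM solution) followed, 30 min, then polarization read.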
# ASM inhibitor: blocks human secretory acid sphingomyelinase. P17405. placental ASM, HMU-PC fluorogenic substrate, 60 min. Potency, µM (doses to about 57.5 µM), for the others: top-dose activity change, negative = inhibition, most hits filed as inhibitors. 340,000 tested, 0.006% active; also: potency is read from the fitted curve at half-maximal effect
# Target sequence (P17405 47-631 limits assumed): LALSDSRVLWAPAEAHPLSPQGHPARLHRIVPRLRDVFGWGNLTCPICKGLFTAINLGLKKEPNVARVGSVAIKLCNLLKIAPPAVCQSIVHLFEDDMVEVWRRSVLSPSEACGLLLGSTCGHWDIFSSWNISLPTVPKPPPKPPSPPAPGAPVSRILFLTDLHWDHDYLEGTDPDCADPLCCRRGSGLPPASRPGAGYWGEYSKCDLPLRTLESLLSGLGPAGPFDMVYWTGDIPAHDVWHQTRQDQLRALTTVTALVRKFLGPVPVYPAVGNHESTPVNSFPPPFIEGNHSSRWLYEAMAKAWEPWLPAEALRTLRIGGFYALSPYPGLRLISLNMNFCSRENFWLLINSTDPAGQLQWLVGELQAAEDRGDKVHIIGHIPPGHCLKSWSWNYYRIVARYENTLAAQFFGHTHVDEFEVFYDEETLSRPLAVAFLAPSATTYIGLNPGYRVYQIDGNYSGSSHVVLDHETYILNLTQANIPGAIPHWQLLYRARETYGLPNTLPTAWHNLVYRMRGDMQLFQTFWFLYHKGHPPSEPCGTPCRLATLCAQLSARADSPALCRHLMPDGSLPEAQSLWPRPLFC
#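 Fluorogenic HMU-PC substrate (9 uM final) is turned over by placental ASM in 60 min at 37 C after a 10 min compound preincubation. Reaction ended by alkaline stop (pH 10), with fluorescence read at 386/447 nm.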
# Menin-MLL TR inh: displaces Texas Red mutant MLL peptide from human menin; O00255; AID 1768; Menin + Texas Red MLL mutant peptide, fluorescence polarization; Potency, µM (titrated, usually from 61.6 µM), for the others: at the highest dose FP activity change, negative = inhibition, usual class: inhibitors; 270,000 tested, 0.23% active; active = well fitted inhibition curve with a large enough effect in the polarisation, with a control signal flat, not every such curve was filed as active; inconclusive = small, poorly fitted or top-dose-only effect, or effect the other way, or a change in a side signal; inactive = no such curve, though single readings can be large or run the other way; the % refers to the polarisation; also: potency is read from the fitted curve at half-maximal effect; % of control where 0% means no effect; many of its hits are not listed in these tables
# a7 integrin act: activators of alpha7 integrin expression for muscular dystrophy; alpha7betagal myoblasts, beta-gal FDG fluorescence, 48 h; Potency, µM (titrated, usually from 38.3 µM), without a hit: top-dose activation, usual class: activators; 350,000 tested, 0.064% active;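 also: potency is read from the fitted curve at half-maximal effect; 100% = response of the positive control SU9516; nearly all actives have a fitted effect of over 60% in size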
#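 alpha7betagal+/- myoblasts (passage 13, 250/well) treated 48 h at 37C with compounds at 1:260 dilution of DMSO stock. Lysed, then beta-galactosidase activity read as FDG fluorescence (ex 480/em 540) after 30 min, with pre-read for autofluorescence.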
# AT treatment: candidate therapy for ataxia-telangiectasia; […] A-T fibroblasts, KAP-1 phosphorylation AlphaLISA; neocarzinostatin DNA damage 30 min before lysis; Potency, µM (highest dose often 57.5 µM), inactives show top-dose activation, usual class: activators; 320,000 tested, 0.19% active; also: potency is read from the fitted curve at half-maximal effect; % of control where 0% means no effect; nearly all actives have a fitted effect of over 45% in size
#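 ATM-like activity read as KAP-1 phosphorylation via AlphaLISA donor/acceptor antibody pairs after lysis and 6 hr at 25C. Cells were ATM-null patient fibroblasts ([…], hTERT), dosed 60 min, then exposed to the DSB inducer NCS for 30 min.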
# An asterisk follows results filed as active; ? = inconclusive; . = no result given; [ ] = another dose, or the depositor's remark. Unless noted, calls follow the shape of the dose curve; as a rule, active = well fitted curve in the direction sought with a large enough effect; inconclusive = small, poorly fitted or top-dose-only effect, or another doubt; inactive = no such curve, though single readings can be large; an effect the other way counts as inactive or inconclusive.
SMILES,PTAP TSG101 blk,TSHR antagonist,Mito fusion yeast,MBNL1-CUG inh,TCR activator,MLL CXXC-DNA inh,ASM inhibitor,Menin-MLL TR inh,a7 integrin act,AT treatment
COc1ccc(OCc2nnc(SCC(=O)N3CCOCC3)o2)cc1,0%,1,-9%,-7%,5%,?,1%,17%,2%,1%
Cc1ccc(S(=O)(=O)N2CCCC2C(=O)NCc2ccccc2F)cc1 (stereo not drawn),1%,15,9%,-10%,10%,-3%,3%,0%,-19%,1%
CC(C)CC(=O)Nc1ccc(Cc2ccncc2)cc1,2%,-9,1%,-3%,-6%,-1%,6%,7%,43%,-1%
Cc1cc2c(c(Sc3ccccc3)n1)C(=O)OC2,-9%,-6,?,-5%,1%,1%,0%,15%,-24%,-3%
FC(F)(F)c1cc(-c2ccccn2)nc2cc(-c3ccccc3)nn12,-5%,18,2%,.,0%,-8%,131%,.,-3%,12%
COc1cccc(N(C(=O)c2sc(C)nc2C)C(C(=O)NCC2CCCO2)c2ccccc2)c1 (stereo not drawn),-5%,7,-1%,-5%,3%,-5%,0%,-13%,-28%,-1%
CCc1nnc(NC(=O)CSc2nnc(Cc3ccccc3)o2)s1,-5%,11,-3%,-4%,0%,7%,-2%,11%,27%,-9%
O=C(CCS(=O)(=O)c1cccc2nsnc12)NC1CCCCC1,0%,-12,3%,?,-1%,3%,6%,-18%,-8%,-4%
CCCCN1C(=N)N([C@@H](CCC)CN2CCC[C@H]2CN2C(N)=NC[C@@H]2Cc2ccccc2)C[C@H]1Cc1ccccc1,-5%,1,.,.,3%,.,6%,.,7%,10%
CC(/C=C/c1ccco1)=N\NC(=O)CNc1cccc(C)c1,-3%,-3,-12%,.,2%,21%,-1%,5%,0%,1%
O=C(O)CSCC(=O)Nc1ccccc1SCCS(=O)(=O)c1ccc(Cl)cc1,-1%,1,7%,-10%,-1%,-2%,1%,17%,-27%,0%
COc1cc2[nH]c(=S)nc(NCc3cccnc3)c2cc1OC,1%,-5,-7%,-2%,0%,1%,3%,?,-10%,-11%

# Reformatted with values under each structure: entries from further up
# The line under a structure holds: PTAP TSG101 blk, TSHR antagonist, Mito fusion yeast, MBNL1-CUG inh, TCR activator, MLL CXXC-DNA inh, ASM inhibitor, Menin-MLL TR inh, a7 integrin act, AT treatment
> CCCCN1C(=N)N([C@@H](CCC)CN2CCC[C@H]2CN2C(N)=NC[C@@H]2Cc2ccccc2)C[C@H]1Cc1ccccc1
  -5%, 1, ., ., 3%, ., 6%, ., 7%, 10%
> COc1ccc(OCc2nnc(SCC(=O)N3CCOCC3)o2)cc1
  0%, 1, -9%, -7%, 5%, ?, 1%, 17%, 2%, 1%

# Next part:
SMILES,PTAP TSG101 blk,TSHR antagonist,Mito fusion yeast,MBNL1-CUG inh,TCR activator,MLL CXXC-DNA inh,ASM inhibitor,Menin-MLL TR inh,a7 integrin act,AT treatment
Cn1c(=O)n(C)c2cc(NC(=O)c3cc4ccccc4o3)ccc21,-2%,-6,0%,-1%,.,14%,-8%,-1%,26%,-7%
COc1ccc(NC(=O)c2ccco2)cc1NC(=O)c1cccnc1,-1%,-2,-4%,0%,9%,0%,-4%,4%,14%,-1%
O=C(COc1ccccc1)N[C@@H]1c2ccccc2CC[C@@H]1O,-2%,-2,.,.,5%[46.1 µM],.,2%,.,-34%,-25%
O=C(Nc1ccc(Cl)c(S(=O)(=O)N2CCOCC2)c1)c1ccccn1,-9%,1,-3%,2%,-5%,-8%,-2%,-16%,?,-2%
O=C(N[C@H]1CCC(=O)N(CCSc2ccc(Br)cc2)CC1)OCc1ccccc1,-5%,-29,?,.,-1%,.,-6%,.,-14%,7%
C=CCN(c1cccc(C(F)(F)F)c1)S(=O)(=O)c1cccc(C(=O)OCC(=O)NC)c1,-3%,-11,-2%,-4%,0%[46.1 µM],2%,0%,6%,18%,1%
O=C(c1ccccc1)N1N=C(c2ccc(F)cc2)CC1(O)C(F)(F)F (stereo not drawn),-7%,3,-7%,1%,4%,5%,-2%,-11%,-8%,-1%
COc1ccc(Cc2nnc(SC(C)C(=O)Nc3ccc(F)cc3Cl)o2)cc1 (stereo not drawn),0%,2,7%,.,2%,.,-1%,.,-11%,13%
Cc1ccc2c(c1)NC(=O)[C@@]1(C)[C@@H](c3ccccc3)[C@H]3COc4ccc(Cl)cc4[C@@H]3N1C2=O,-5%,-10,.,.,-2%,.,-17%,.,6%,2%
CC(NC(=S)Nc1ccc(OC(F)F)cc1)c1ccc(F)cc1 (stereo not drawn),0%,-26,12%,-2%,-4%,3%,-2%,?,2%,2%
CC1CC(=S)Nc2ccccc2S1 (stereo not drawn),-7%,15,-6%,-6%,-3%[46.1 µM],-4%,5%,34%[activator],-3%,1%
CC(=O)c1ccc(NC(=O)/C(=C\c2ccco2)NC(=O)c2ccco2)cc1,0%,7,17%,?,-2%,-9%,-1%,-9%,17%,-2%

# Some values from above:
# Reading for C=CCN(c1cccc(C(F)(F)F)c1)S(=O)(=O)c1cccc(C(=O)OCC(=O)NC)c1 in PTAP TSG101 blk: -3%
# Reading for Cn1c(=O)n(C)c2cc(NC(=O)c3cc4ccccc4o3)ccc21 in ASM inhibitor: -8%
# Reading for CC(NC(=S)Nc1ccc(OC(F)F)cc1)c1ccc(F)cc1 (stereo not drawn) in AT treatment: 2%
# Reading for CC1CC(=S)Nc2ccccc2S1 (stereo not drawn) in MBNL1-CUG inh: -6%
# Reading for COc1ccc(Cc2nnc(SC(C)C(=O)Nc3ccc(F)cc3Cl)o2)cc1 (stereo not drawn) in PTAP TSG101 blk: 0%

# Following part:
SMILES,PTAP TSG101 blk,TSHR antagonist,Mito fusion yeast,MBNL1-CUG inh,TCR activator,MLL CXXC-DNA inh,ASM inhibitor,Menin-MLL TR inh,a7 integrin act,AT treatment
Cc1ccc(-c2csc(NC3OC(=O)c4ccccc43)n2)cc1 (stereo not drawn),-4%,-19,-5%,-7%,3%,-6%,9%,30%[activator],-57%[inhibitor],-2%
CCN(CC(=O)Nc1ccccc1OC)C(=O)CSCc1c(C)noc1C,-5%,-5,-3%,1%,2%,-2%,3%,.,10%,5%
CCn1cc(C(=O)O)c(=O)c2cc(S(=O)(=O)N3CCCCCC3)ccc21,-2%,11,-6%,2%,1%,-11%,-1%,-14%,0%,1%
Fc1ccc(-c2cn3cc(C(F)(F)F)cc(Cl)c3n2)cc1,-3%,-8,-18%,22%,-1%,-7%,-2%,-9%,7%,5%
CCOc1ccccc1OCCCC(=O)N(C)CC(=O)Nc1cc(C)ccc1C,-1%,0,8%,-6%,-1%,-11%,4%,0%,14%,1%
COc1ccc(C(=O)CSc2nnc(CCc3ccccc3)n2-c2ccccc2)cc1,.,22,-7%,-6%,.,-3%,-15%,?,29%,1%
COc1ccc(S(=O)(=O)N2CCN(C(=O)C3CCC3)CC2)cc1,-3%,1,1%,.,-2%,.,-1%,.,?,-6%
COC(=O)c1cc(=O)n(Cc2cccs2)c(=Nc2ccccc2)s1,-5%,-18,5%,-9%,5%,-7%,-13%,.,-22%,-23%
Cc1ccccc1-n1nc(C)c2c(C(=O)NN)cc(-c3ccncc3)nc21,0%,-5,-6%,-2%,-8%,-4%,-2%,-4%,1%,2%
CCn1cc(CN2CCN(Cc3ccc(C)o3)C(CCO)C2)c2ccccc21 (stereo not drawn),-3%,5,-14%,-16%,0%,-5%,-1%,-21%,-5%,2%
Cc1cc(/C=C2/C(=N)N3C(=NC2=O)SN=C3S(C)(=O)=O)c(C)n1-c1ccccc1,-1%,-19,-5%,3%,-1%,0%,110%[activator],29%,-5%,5%
COc1ccc(NCc2nnc(SCC(=O)Nc3ccccc3)n2C)cc1,-2%,3,4%,6%,-5%,10%,3%,-2%,6%,-1%
COc1ccc(C(=O)NC(=S)NNC(=O)c2ccc(NC(C)=O)cc2)cc1Br,-1%,3,12%,18%,-1%,6%,-2%,?,0%,3%
CCN(CC)S(=O)(=O)c1ccc(OC)c(NC(=O)C2CC(=O)N(c3ccc4c(c3)OCCO4)C2)c1 (stereo not drawn),-5%,2,0%,2%,6%,17%,0%,.,0%,3%

# An excerpt; the hit share may differ from the screen's.
